MsrA act = bovine MsrA enzyme activators, primary screen, biochemical, absorbance, HTS | Methionine sulfoxide reductase A (Bos taurus) | purified bovine MsrA, absorbance read-out | activation, % at 10.6 µM | 360,000 tested, 0.3% active | AID 602163, 2012; in the data active = activation above about 7.5%;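 also: 0% = vehicle and 100% = reference activator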
MT1-MMP act inh = blockers of MT1-MMP proenzyme processing, primary screen, HT1080 RFP-PRO-GFP cells, GFP/RFP fluorescence; AID 651647, 2012; 360,000 tested, 0.061% active; GFP/RFP ratio fluorescence, overnight; percent of plate control window, DMSO zero; GFP/RFP ratio change, % at 20 µM;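 active = GFP/RFP ratio change of at least 30% with cell ATP level not reduced by more than half and red fluorescence within 50% of control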; also: strong numbers were not always called active
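system = RFP-PRO-GFP reporter HT1080 cells | dosing = 20 µM single dose, 1% DMSO | timing = overnight cell settling, then overnight compound exposure, 37 °C, 5% CO2 | read-out basis = GFP/RFP fluorescence ratio | controls = DMSO and RFP-L50D-GFP cell wells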
NRP1-CendR mod = modulators of CendR peptide binding to NRP-1, primary screen, biochemical, fluorescence polarization, uHTS | FAM-RPARPAR peptide binding to NRP-1 | AID 602438, 2012 | 360,000 tested, 0.85% active | inhibition, % at 25 µM;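 active = inhibition or corrected inhibition above about 18%, plus a signal ratio from 0.5 to 1.5, limit read from the data, passing the limit was not always enough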; also: strong numbers were not always called active
Target sequence (O14786 whole entry, looked up): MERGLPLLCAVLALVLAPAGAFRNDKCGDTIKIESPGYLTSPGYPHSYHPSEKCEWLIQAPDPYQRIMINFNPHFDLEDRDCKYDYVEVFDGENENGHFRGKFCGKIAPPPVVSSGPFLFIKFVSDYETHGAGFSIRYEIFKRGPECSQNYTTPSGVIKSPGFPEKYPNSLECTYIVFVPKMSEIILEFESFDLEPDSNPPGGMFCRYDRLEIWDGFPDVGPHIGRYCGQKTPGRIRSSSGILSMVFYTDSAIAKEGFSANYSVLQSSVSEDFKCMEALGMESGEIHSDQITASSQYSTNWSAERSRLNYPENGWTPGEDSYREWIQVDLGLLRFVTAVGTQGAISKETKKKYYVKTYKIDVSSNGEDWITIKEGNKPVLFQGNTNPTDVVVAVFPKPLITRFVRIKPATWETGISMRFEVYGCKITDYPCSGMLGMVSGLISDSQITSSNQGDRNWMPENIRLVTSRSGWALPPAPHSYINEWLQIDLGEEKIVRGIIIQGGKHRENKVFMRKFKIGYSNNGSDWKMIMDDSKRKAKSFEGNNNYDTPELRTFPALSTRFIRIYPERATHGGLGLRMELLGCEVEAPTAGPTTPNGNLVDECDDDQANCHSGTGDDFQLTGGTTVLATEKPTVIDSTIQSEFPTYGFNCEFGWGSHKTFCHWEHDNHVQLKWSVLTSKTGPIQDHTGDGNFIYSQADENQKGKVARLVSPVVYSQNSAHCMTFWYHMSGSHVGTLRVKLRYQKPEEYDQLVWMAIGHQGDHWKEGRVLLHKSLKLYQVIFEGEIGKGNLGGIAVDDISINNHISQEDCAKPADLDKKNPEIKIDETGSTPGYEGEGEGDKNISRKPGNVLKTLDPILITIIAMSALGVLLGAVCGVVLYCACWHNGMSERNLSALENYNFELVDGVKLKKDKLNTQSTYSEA
eLon inh = inhibitors of E. coli Lon protease, primary screen, biochemical, fluorescence polarization. inhibition, % at 7.94 µM. 360,000 tested, 0.42% active. purified E. coli Lon protease. P0A9M0; in the data active = inhibition above about 13%, passing the limit was not always enough;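 also: 0% = enzyme with probe and DMSO and 100% = no enzyme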
MsrA inhibitor = bovine MsrA enzyme inhibitors, primary screen, biochemical, absorbance, HTS; purified bovine MsrA, absorbance read-out; inhibition, % at 15.5 µM; 360,000 tested, 0.75% active; AID 651718, 2012; in the data active = inhibition above about 4.5%;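 also: 0% = vehicle wells with enzyme and 100% = reference inhibitor wells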
Tb MetRS inh = T. brucei MetRS inhibitors, primary screen, biochemical, luminescence; purified T. brucei MetRS, ATP depletion, Kinase-Glo luminescence; inhibition, % at 11.9 µM; AID 624268, 2012; 360,000 tested, 0.4% active; methionyl-tRNA synthetase (Trypanosoma brucei brucei);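 active = inhibition above a per-plate cutoff of the control wells' mean inhibition plus 3 SD, cut at about 5.5% in these data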;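 also: 0% = DMSO wells median and 100% = median of wells with control inhibitor compound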
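technique = Kinase-Glo luminescence, ATP depletion format | system = purified MetRS (methionyl-tRNA synthetase) enzyme from Trypanosoma brucei | timing = 15 min preincubation, 2 h reaction, all 25 °C | evaluation = percent inhibition versus plate control medians | dosing = single dose, 11.9 µM final nominal, 0.9% final DMSO | also added = substrates ATP, L-methionine and bulk Escherichia coli tRNA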
FAS-TE inh = FAS thioesterase domain inhibitors, primary screen, biochemical, fluorescence intensity, uHTS. recombinant FAS-TE, OMFH fluorogenic substrate, fluorescence endpoint. 360,000 tested, 0.67% active. Fatty acid synthase (Homo sapiens), P49327. inhibition, % at 15 µM. AID 602261, 2012;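 active = compounds whose normalised, plate-corrected inhibition of enzyme fluorescence in the single-dose primary screen is 50% or more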;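 also: 0% = DMSO with enzyme and 100% = substrate without enzyme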
MLLE-PAM2 inh = inhibitors of PABP1 MLLE–PAM2 peptide binding, primary screen, biochemical, fluorescence polarization, FITC-PAM2, GST-MLLE | inhibition, % at 20 µM | 360,000 tested, 0.36% active | AID 588489, 2011 | Polyadenylate-binding protein 1 (Homo sapiens), P11940; in the data active = inhibition above about 35%, passing the limit was not always enough;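 also: plate controls were DMSO wells with GST-MLLE for no effect and wells lacking GST-MLLE protein for full effect; some results filed as inactive read as strong as hits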
SKN-1 block = suppressors of acrylamide-induced Pgst-4::GFP reporter in worms, primary screen, SKN-1 inhibitor project, whole organism, uHTS, GFP/RFP fluorescence ratio, strain VP596. C. elegans VP596 Pgst-4::GFP/RFP ratio, 24 h. inhibition, % at 21.8 µM. 360,000 tested, 0.49% active. AID 624304, 2012;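 active = interference check ratio from 0.5 to 1.5 plus GFP to RFP signal ratio inhibition reaching or exceeding a fixed threshold, cut at about 30% in these data, passing the limit was not always enough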; also: some compounds called inactive have numbers as strong as hits
* hit, by the source's call; nt = no result given.

SMILES	MsrA act	MT1-MMP act inh	NRP1-CendR mod	eLon inh	MsrA inhibitor	Tb MetRS inh	FAS-TE inh	MLLE-PAM2 inh	SKN-1 block
O=C(CNC(=O)c1ccco1)Nc1ccc(OC(F)F)cc1	-14	0	1	2	-0.6	-0.4	-4	2	16
COc1ccc(N=C(C)C2=C(O)COC2=O)cc1	-6	-3	1	-7	0.7	-1.1	-7	0	-8
CN1CCN(Cc2c(C(=O)N3CCc4ccccc4C3)nc3ccc(Cl)cn23)CC1	-13	-2	-5	8	-0.8	-1.1	-8	8	-8
O=C1NCCCCC1NS(=O)(=O)c1cccc2ccccc12 (stereo not given)	-1	1	-7	1	0.5	0.1	-4	-14	-8
Cc1c(/C=N/NC(=O)C(C)(C)Oc2ccc(Cl)cc2)cnn1C	-2	9	1	-7	0.3	-0.6	-5	-4	4
COc1ccc(C(=O)NC2CCCc3ccccc32)c(OC)c1OC (stereo not given)	-2	3	9	1	-0.9	-0.2	6	-3	-7
Cc1cc2cc(CCNC(=O)C(=O)c3c[nH]c4ccccc34)c(=O)[nH]c2cc1C	-6	-5	0	2	1.0	0.3	0	9	5
O=C(COC(=O)c1cn(-c2ccccc2)nc1-c1ccccc1)c1cccc([N+](=O)[O-])c1	-11	0	9	-2	0.2	-0.9	29	-6	-8
O=C(COC(=O)CSc1ccc(Cl)cc1)NCCc1ccccc1	-8	0	-7	3	-1.8	-0.2	-2	16	2
Cc1c(C(=O)N2CCc3ccccc32)oc2c1C(=O)CC(C)(C)C2	-5	4	-6	-2	-0.5	1.0	10	7	-13
COC(=O)[C@@]1(Cc2ccc(F)cc2)[C@H]2c3cc(C(=O)N(C)C)n(Cc4ccc(C)o4)c3C[C@H]2CN1C(=O)c1ccccc1	0	-5	-11	2	-0.2	-0.5	29	nt	2
CCOc1ccc(NC(=O)C(=O)NCCN2CCN(S(=O)(=O)c3ccc(C)cc3)CC2)cc1	-2	0	-2	-1	1.1	-0.2	2	5	0
O=C(C[C@H]1C/C=C\CC[C@H](Cc2ccc(F)cc2)C(=O)O[C@H](c2ccccc2)CNC1=O)N[C@H](CO)Cc1ccccc1	0	-1	-10	2	-0.2	0.1	31	-8	-2
CCOC(=O)Cc1cc(=O)[nH]c(=O)[nH]1	-2	2	3	10	0.1	-0.3	-6	2	-2
CCCC/C(O)=C1\C(=O)CC(C)(C)CC1=Nc1ccccc1OC	8.7*	0	6	-4	-0.6	-0.7	9	-4	0
COCCNc1cc(C)nc2c(-c3ccccc3OC)c(C)nn12	-4	3	-15	-11	2.3	-0.7	-3	-6	-1
Cc1ccc(C)c(S(=O)(=O)N2CCCC2CNC(=O)C(=O)NCc2ccccc2C)c1 (stereo not given)	-2	2	4	3	-0.1	-0.4	15	3	5
CC(C)(C)c1nc2c(C#N)c(-c3ccc(Cl)cc3)ccn2n1	-1	-4	-5	-5	-0.1	0.4	-63	16	4
CC1CCN(CC(=O)N2CCc3ccccc32)CC1	-1	2	4	-7	-0.2	0.4	0	7	4
COc1ccc(-c2cc3c(=O)n(CC(=O)NCCCc4ccccc4)ncn3n2)cc1	-1	-2	-4	-2	-0.1	-0.1	-5	8	-1
Cc1[nH]n(-c2ccc([N+](=O)[O-])cc2)c(=O)c1C=NCCc1c[nH]c2ccccc12	-3	4	1	-3	1.6	-0.1	2	-8	17
Cc1ccc(Nc2nc3c(c(=O)[nH]c(=O)n3C)n2Cc2ccc(F)cc2)cc1	-3	6	11	-7	0.2	-0.7	-1	17	-11
O=C(CNc1ccccc1)NNC1=NCCC1	-4	1	2	-1	-0.6	-0.4	-7	7	6
COc1ccc(CCNC(=O)CN(c2cccc([N+](=O)[O-])c2)S(C)(=O)=O)cc1OC	-9	2	2	6	-1.5	0.0	-5	8	-3
CCOC(=O)N1CCN(C(=O)CCSc2ccc(C)cc2)CC1	-11	nt	-11	-6	-0.2	-2.4	-1	12	-6
COCC(=O)N1CCC(n2nnc3cc(C(F)(F)F)ccc32)CC1	-5	0	-3	5	-0.6	-0.1	-6	0	11
COc1cccc(NC(=S)NC2CC3CCCC(C2)N3CC(C)C)c1 (stereo not given)	-2	2	4	-2	0.5	-0.5	-2	8	2
CC(C)C(=O)N1CCN(c2nc(-c3ccccc3)c3c(c2C#N)CC(C)(C)OC3)CC1	-5	-3	-3	-5	-0.2	-0.9	0	18	-6
O=C(NCCCc1ccccc1)C(=O)NCC1OCCN1S(=O)(=O)c1ccccc1 (stereo not given)	-1	-1	7	-1	-0.6	-0.4	0	-6	-4
O=c1cc(C(F)(F)F)[nH]c2c(C(F)(F)F)cccc12	-8	15	18	3	nt	0.1	-6	3	-3
O=C(CSCc1ccc([N+](=O)[O-])cc1)NC1CCCCCC1	-1	3	9	5	-0.4	-0.6	38	-7	5
COc1ccccc1-c1cnc2c(c1)C(=O)N([C@@H](C)CO)C[C@@H](C)[C@H](CN(C)C(=O)c1cccnc1)O2	-1	-1	-3	-2	0.1	-0.3	-9	-6	6
CN(C)C(=O)CN1CCN(Cc2cn(C)nc2-c2ccc3c(c2)OCCO3)CC1	-4	2	-8	3	0.0	-0.2	-11	-1	1
COC(=O)c1ccccc1NC(=O)CCS(=O)(=O)c1ccc(Br)cc1	0	-2	-30	3	3.2	-0.3	10	-6	9
CCN(CC)c1ccc(Nc2nc(-c3cccnc3)cs2)cc1	0	-3	3	-7	1.2	0.1	-10	-79	21
COC(=O)c1ccc(NC(=O)CSC2=Nc3ccccc3C3CC=NN23)cc1 (stereo not given)	3	-1	-11	-10	nt	-0.4	12	30	-19
CC(=O)N1CCC(=NNc2nc3ccccc3[nH]2)CC1	-12	2	0	7	-0.1	2.4	-5	9	-3
Cc1ccc(C)c(S(=O)(=O)N2CCN(C(=O)CCNC(=O)c3ccc(Br)cc3)CC2)c1	-1	3	4	-4	-0.4	0.9	12	13	2
CCOC(=O)c1[nH]c2ccc(OCC)cc2c1NC(=O)CN1CCC2(CC1)OCCO2	-11	2	9	3	1.0	0.9	0	-2	2
CCOC(=O)c1c(C)[nH]c(C)c1C(=O)COC(=O)/C=C/c1ccc(Cl)cc1	-3	2	5	10	2.6	0.0	14	-6	3
O=C(NC1CCSc2ccccc21)c1ccc([N+](=O)[O-])cc1 (stereo not given)	-2	-6	3	-5	0.3	-0.1	15	12	-8
CCN(CC)S(=O)(=O)c1ccc2c(c1)nc(SCC(=O)NCC1CCCO1)n2CC (stereo not given)	-4	-5	9	1	1.5	-0.5	-4	6	20
COc1ccc(OCC(=O)N/N=C/C=C/c2ccccc2)cc1	-1	0	5	-3	1.5	0.1	-6	4	5
CC1(C(=O)NS(=O)(=O)Cc2ccccc2)CCN1C(=O)CCc1ccccc1 (stereo not given)	0	-1	14	-4	-0.7	-0.1	-8	-6	-6
O=C(CSc1cccc[n+]1[O-])Nc1cc(S(=O)(=O)N2CCOCC2)ccc1N1CCOCC1	-3	7	28*	-5	0.2	0.0	-8	-9	10
CC(=O)OC1COC(N2CCc3cc(Br)c([N+](=O)[O-])cc32)C(OC(C)=O)C1OC(C)=O (stereo not given)	-1	2	12	-2	0.2	0.6	11	-4	-11
O=C(CN1CCCCC1)c1c[nH]c2ccccc12	-3	-5	2	4	0.3	0.6	-4	-18	19
CCOc1ccc(/C=C/C2=CC(C)(C)NC(=S)N2)cc1	-3	-2	14	-9	2.4	1.6	4	-96	-3
COc1c(/C=C2\SC(=Nc3ccccc3Cl)NC2=O)cccc1[N+](=O)[O-]	-3	10	-12	9	1.7	-0.5	14	6	-11
CCCNC(=O)NC(=O)CN1CCCC1c1ccc2c(c1)OCCO2 (stereo not given)	1	1	-4	-5	0.7	-0.1	-4	-13	-2
C=CCOc1c2ccc(C(=O)NCc3ccc(C)cc3)cc2nn1C	-2	1	-5	-5	0.1	0.3	-6	-35	-23
O=C(O)CCCNc1cc(N2CCN(C(=O)c3ccco3)CC2)c2noc3c2c1C(=O)c1ccccc1-3	-3	-22	-181	26*	1.6	-0.3	-25	-53	47
Cc1cc(C)cc(NC(=O)COC(=O)CC2CCCC2)c1	-11	3	8	4	-0.6	-0.5	4	-4	9
COc1ccccc1Nc1nc(N)nc(CSC(=S)N2CCN(c3ccccc3)CC2)n1	-4	-1	6	-3	-0.8	1.3	18	-1	1
Cc1nn(-c2ccccc2)nc1C(=O)Oc1cc(C(F)(F)F)nn1-c1ccccc1	-7	5	3	-5	1.2	-0.3	-7	14	16
CCOC(=O)[C@@H]1[C@H]2COc3cc(OC)ccc3[C@@H]2N2C(=O)N(c3ccc(Br)cc3)C(=O)[C@@]12C	-2	1	10	-3	-0.3	0.4	25	3	3
CC(=O)c1cccc(NC(=O)CN2CCN(Cc3ccccc3)CC2)c1	-3	-4	-8	-6	0.0	-0.9	-4	-8	7
CC1(c2ccccc2)CC2CC(c3ccccc3)N1O2 (stereo not given)	-1	2	-18	6	0.7	-0.1	-1	-3	11
O=C(O)C/C(=C\c1cc2c(cc1Br)OCO2)c1nc2ccccc2s1	-14	5	4	3	1.4	-0.3	-4	31	-13
C=CCN(C(=O)CCC(=O)Nc1cc(C)on1)C(C(=O)NC(C)(C)CC)c1cccc(OC)c1OC (stereo not given)	-6	0	-5	14	0.4	-0.6	-1	-2	11
COC(=O)c1cccc(N(CC(=O)NCC2CCCO2)C(=O)CCC(=O)Nc2cc(C)on2)c1 (stereo not given)	-3	-2	-7	2	-1.0	-0.8	-4	-5	6
CCc1ccc(CN(C)C(=O)c2cc(COc3cc(C)c(Cl)c(C)c3)on2)nc1	-1	1	-13	9	0.7	-0.6	20	-3	8
